RAD54 branch: inhibitors of human RAD54 branch migration, primary screen, biochemical, fluorescence, single point | RAD54 Holliday junction branch migration, FAM/BHQ fluorescence | inhibition, % at 10.4 µM | 0.14% of 360,000 active | AID 602329, 2012;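 active = mean normalized replicate activity at least 40 and at least half of replicates scoring 40 or more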;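 also: 0% = median of neutral control wells and 100% = median of positive control wells; inhibitors cause a drop in the FAM fluorescence signal; in these data hits start at about 50%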
Target sequence (Q92698 whole entry, looked up): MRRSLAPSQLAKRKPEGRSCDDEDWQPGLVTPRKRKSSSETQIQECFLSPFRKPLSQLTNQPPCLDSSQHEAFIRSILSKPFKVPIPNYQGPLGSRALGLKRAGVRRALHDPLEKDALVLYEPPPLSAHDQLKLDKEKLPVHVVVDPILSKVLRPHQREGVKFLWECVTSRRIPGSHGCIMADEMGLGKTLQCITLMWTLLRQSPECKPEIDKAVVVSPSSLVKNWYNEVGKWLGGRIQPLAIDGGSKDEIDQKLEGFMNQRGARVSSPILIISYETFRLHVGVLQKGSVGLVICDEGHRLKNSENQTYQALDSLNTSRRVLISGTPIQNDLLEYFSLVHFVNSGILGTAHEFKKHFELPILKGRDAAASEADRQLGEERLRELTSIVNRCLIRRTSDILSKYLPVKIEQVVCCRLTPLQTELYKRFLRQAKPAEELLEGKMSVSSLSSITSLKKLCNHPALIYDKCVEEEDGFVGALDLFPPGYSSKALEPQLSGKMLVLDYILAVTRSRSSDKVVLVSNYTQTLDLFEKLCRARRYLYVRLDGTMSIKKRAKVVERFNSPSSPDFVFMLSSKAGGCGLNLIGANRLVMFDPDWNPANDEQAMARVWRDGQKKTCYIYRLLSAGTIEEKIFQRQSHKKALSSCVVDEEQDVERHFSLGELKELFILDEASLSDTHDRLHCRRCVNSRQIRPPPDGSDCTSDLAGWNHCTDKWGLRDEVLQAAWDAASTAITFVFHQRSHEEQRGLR
esBAF inh: Bmi1 luciferase reporter increase in mESCs, primary screen, esBAF inhibitor project, mouse ES cells, Bmi1 luciferase knock-in, single point | 24 h; 100% = twice the neutral-well signal | reporter increase, % at 12.5 µM | 2% of 350,000 active; in the data active = activation above about 40%;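 also: 0% = median of the plate's neutral control wells and 100% = double that signal; a rise in the Bmi1 reporter signal indicates esBAF inhibition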
FN deposit inh: inhibitors of fibronectin matrix deposition, primary screen, AH1F cells, Alexa488-fibronectin fluorescence, plate reader. AID 743247, 2014. AH1F fibroblasts, overnight. 0.086% of 350,000 active. inhibition, % at 12.6 µM;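 active = mean inhibition across replicates of 30% or more, regardless of how many single replicates reach that level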;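 also: positive control wells lacked labelled fibronectin entirely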
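Assay system: AH1F fibroblasts assembling fluorescent fibronectin matrix; Amount: 10000 AH1F cells per well; Buffer or medium: DMEM, 2% serum; Probe or stimulus: Alexa488-fibronectin, 24 nM final in well; Doses: single compound dose, delivered by pin transfer; Incubation: 1 h adhesion, overnight exposure; Measured by: fluorescence 485/525 nm; Read-out: fibronectin deposition inhibition.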
Starred values were filed as active, the others as inactive.

Every second line gives: RAD54 branch	esBAF inh	FN deposit inh
- CCOc1ccccc1OCC(=O)Nc1ccc(S(=O)(=O)N(C)C)cc1
→ 0	7	2
- CC(C)(C)S(=O)(=O)c1cnc2c(-c3ccc(Cl)cc3)cnn2c1N
→ -7	31	-14
- CCn1nnnc1NCc1cccn1C
→ 1	-10	-3
- CC1CCCCC1NC(=O)Cn1c(CN2CCCCC2)nc2ccccc2c1=O (centres undefined)
→ -8	-6	-8
- CCc1c(C)sc(NC(=O)c2ccco2)c1C(=O)N1CCOCC1
→ 7	-5	-9
- Cc1ccc(C)c(OCC(=O)Nc2ccc3c(c2)OCO3)c1C
→ 9	5	-15
- Cc1ccc(-c2n[nH]c(=S)n2-c2ccccc2)cc1
→ 9	-5	-3
- O=C(Nc1nccs1)NC1CCCCC1
→ 4	22	-33
- COc1ccc(C2CC(=O)CC(=O)C2n2cncn2)cc1 (centres undefined)
→ -8	2	-3
- O=C(CS(=O)(=O)c1c[nH]c2ccccc12)N1CCCCC1
→ -27	16	1
- Cc1ccc(-n2c(C)cc(C)c(C#N)c2=O)cc1
→ -6	1	1
- O=C(O)c1cccnc1SC1CC(=O)N(Cc2ccccc2)C1=O (centres undefined)
→ -41	4	-1
- CC1=CC(C)(C)N(C(=O)CSc2ncn[nH]2)c2ccccc21
→ 0	0	4
- CCC(=Nc1ccc(Cc2ccncc2)cc1)c1c(O)n(C)c(=O)n(C)c1=O
→ -3	-8	2
- COc1ccc(C(=O)Nc2ccc3c(c2)nc2n3CCSC2)cc1
→ -3	33	2
- COc1ccc(OC)c(-c2cc(C(=O)Nc3c(C)nn(Cc4ccccc4)c3C)no2)c1
→ -11	-7	0
- Cc1nnc2ccc(N3CCCC3)nn12
→ -14	-3	4
- O=C1Nc2ccccc2N=C(c2ccccc2)C1N1CCOCC1 (centres undefined)
→ -8	-3	0
- Cc1cccc(C)c1NC(=O)C(c1ccccc1)N1CCOCC1 (centres undefined)
→ 3	-1	10
- COCCn1c(SCC(=O)N2CCCc3ccccc32)nnc1-c1ccoc1C
→ -10	1	0

Laid out differently: results already given.
> Cc1ccc(-c2n[nH]c(=S)n2-c2ccccc2)cc1
- RAD54 branch = 9
- esBAF inh = -5
- FN deposit inh = -3

> O=C(Nc1nccs1)NC1CCCCC1
- RAD54 branch = 4
- esBAF inh = 22
- FN deposit inh = -33

> COc1ccc(C2CC(=O)CC(=O)C2n2cncn2)cc1 (centres undefined)
- RAD54 branch = -8
- esBAF inh = 2
- FN deposit inh = -3

> O=C(CS(=O)(=O)c1c[nH]c2ccccc12)N1CCCCC1
- RAD54 branch = -27
- esBAF inh = 16
- FN deposit inh = 1

Additional entries follow:
Every second line gives: RAD54 branch	esBAF inh	FN deposit inh
- COc1ccc(C2=NN(C(C#N)c3ccc(OC)c(OC)c3)C(c3ccccc3)C2)cc1 (centres undefined)
→ -3	51*	5
- Cc1ccccc1C(=O)NC1CCN(Cc2nnnn2CCc2ccccc2)CC1
→ 5	0	11
- O=c1c2c3c(sc2n2cnnc2n1CCc1ccccc1)CCCC3
→ 0	-4	-10
- CSc1ccccc1NC(=O)c1ccc(Br)o1
→ 2	52*	11
- CCc1nc2oc3cc(OC)ccc3c(=O)c2c(=O)n1Cc1ccco1
→ 4	0	7
- Cc1cccc(C)c1NC(=O)c1ccc(-n2cnnn2)cc1
→ -21	0	-9
- Cc1ccc2c(c1)nnn2C1CCN(CC(=O)Nc2ccc3c(c2)OCCO3)CC1
→ 3	-1	1
- COc1cc(SC)ccc1C(=O)NCC1CCCO1 (centres undefined)
→ 6	20	-16
- Cc1cc(C)nc(N2C(=O)CC(C(C)c3ccccc3)C2=O)n1 (centres undefined)
→ 2	-1	3
- O=C(c1c(F)c(F)c(F)c(F)c1F)N1CCc2ccccc21
→ -1	3	5
- C=CCn1c(CSc2nc3ccccc3s2)nnc1SCC(=O)NCc1cccnc1
→ 7	0	-6
- CC1Cc2ccccc2N1S(=O)(=O)c1cccs1 (centres undefined)
→ -5	4	6
- COc1ccc(CN2CCN(c3cccc(C)c3C)CC2)cc1OC
→ -3	-2	-2
- O=C1OCC/C1=C\c1ccccc1O
→ -4	0	0
- CCOC(=O)CCC(=O)NCc1ccc2c(c1)cc(C)n2C
→ -3	-11	-10
- COc1ccc(-c2cc(C(=O)N/N=C/c3ccc(OC)c(COCC(F)(F)C(F)F)c3)c3ccccc3n2)c(OC)c1
→ 0	11	5
- O=C(CCN1CCCCCC1)Nc1cccc(Cl)c1
→ 0	-5	8
- O=S(=O)(c1ccc(SCCO)nc1)N1CCCC1
→ 3	-1	0
- CCC(=O)OCCn1c(Br)nc2c1c(=O)[nH]c(=O)n2C
→ 2	-3	-1
- O=c1cc(CSc2ccc(Cl)cc2)nc(N2CCCCC2)[nH]1
→ -3	1	-4
- COc1ccc(C(=O)/C=C/c2ccccc2F)c(OC(=O)c2ccc([N+](=O)[O-])cc2)c1
→ -3	24	9
- CC(=O)N1CCC2(CC1)CC(=O)c1cc(OCC(=O)NCc3ccco3)ccc1O2
→ 5	1	-1
- CC(C)C(=O)Nc1cccc(C(=O)Nc2nncs2)c1
→ -8	13	0
- CS(=O)(=O)N(CC(=O)NCc1ccco1)c1ccc2c(c1)OCO2
→ -8	-6	5
- Cc1nnc(NC(=O)CCCN2C(=O)c3ccccc3C2=O)s1
→ 6	-1	-2
- CCN(CC)S(=O)(=O)c1ccc(N=Nc2c(C)[nH]n(C(N)=S)c2=O)cc1
→ -3	-3	2
- COc1ccc2c(c1)cc(C)c1nnc(SCC(=O)N(C)c3nc(-c4ccccc4)cs3)n12
→ 3	-1	-6
- COc1cc(NS(=O)(=O)c2ccc(C)c(C)c2)c(OC)cc1Cl
→ 10	0	7
- O=C(CN1CCN(C(=O)c2ccco2)CC1)Nc1cc(Cl)ccc1Cl
→ -5	-2	4
- CCNc1nc(NCc2ccccc2)nc(Oc2ccc(=O)[nH]n2)n1
→ -9	-5	8
- CCOC(=O)N1CCC(NC(=O)C2CCCN(S(=O)(=O)c3cccc4nsnc34)C2)CC1 (centres undefined)
→ -12	2	16
- O=[N+]([O-])c1ccc(N2CCCCCC2)c([N+](=O)[O-])c1
→ -6	10	2
- O=C1c2[nH]nc(-c3ccccc3O)c2C(c2ccccc2F)N1Cc1ccco1 (centres undefined)
→ -12	-2	-7
- O=C(CSc1nnc(C2CCCCC2)o1)N1CCCCC1
→ -4	12	5
- COc1cc(CNc2nc3ccccc3[nH]2)cc(OC)c1OC
→ 6	-2	1
- CC(C)Oc1cccc(C(=O)NC(=S)Nc2ccc(Cl)c(C(=O)O)c2)c1
→ -14	0	9
- Cc1cccn2cc(-c3ccc(S(=O)(=O)N4CCOCC4)cc3)nc12
→ 1	10	-3
- O=C(c1ccco1)n1nc(-c2ccccc2)nc1NCc1ccco1
→ 0	15	-10
- CC(=O)Nc1ccc(OC(F)(F)C(F)C(F)(F)F)c(NC(C)=O)c1 (centres undefined)
→ -3	8	6
- CCn1cc(C(=O)N2CCN(c3cccc(Cl)c3)CC2)c2cc(OC)c(OC)cc2c1=O
→ -2	-6	-8
- CC1(C)Cc2ccccc2-c2nc(NCCCO)n(-c3ccccc3)c(=O)c21
→ -2	4	2
- Cc1[nH]n(-c2cccc(Cl)c2)c(=O)c1-c1ccccc1
→ 6	7	-9
- Cc1nnc(SCCn2c(N3CC(C)CC(C)C3)nc3c2c(=O)[nH]c(=O)n3C)s1 (centres undefined)
→ -3	3	4
- COc1ccc(N2C(=O)CC(N3CCN(c4ccc(S(C)(=O)=O)cc4)CC3)C2=O)cc1 (centres undefined)
→ -12	8	0
- CCOC(=O)c1c(-c2ccc(C)o2)csc1NC(=O)CSc1nnc(C)s1
→ 0	0	-1
- O=C(COc1ccc(Cl)cc1Cl)N(Cc1ccco1)C1CCS(=O)(=O)C1 (centres undefined)
→ 0	-3	4
- Cc1c(C(N)=O)sc2nc(-c3ccccc3)cn12
→ 5	28	1
- CC(=O)Nc1ccc(NC(=O)CN(c2ccc(F)cc2)S(=O)(=O)c2ccc3c(c2)OCCO3)cc1
→ 3	-4	3
- COc1ccc(CNS(=O)(=O)c2ccc(C3CNC(=O)C3)cc2)cc1 (centres undefined)
→ 4	-6	-1
- NC(=O)CSc1nnnn1-c1ccc(OC(F)(F)F)cc1
→ -8	-9	3
- COc1nc(N)nc(N2CCOCC2)n1
→ 1	-6	3
- N/C(CCN1CCCCC1)=N/O
→ -14	-8	5
- COc1ccc(C(=O)Nc2ccc(Cl)cc2C(=O)NCc2ccco2)cc1OC
→ -6	-2	5
- COc1ncnc2c1N=C1CC(C)(C)CC(N)=C1S2
→ -24	0	7
- O=C(/C=C/c1ccccc1)NNC(=O)c1cccnc1
→ -21	-4	5
- COc1ccc(Nc2nc(-c3cccs3)cs2)c(OC)c1
→ -2	53*	-6
- CCCCN(CCCC)CC1OCc2ccccc2CO1
→ 4	3	9
- CCOc1ccc(-c2nnn(CC(=O)NCc3cccs3)n2)cc1
→ 3	11	4
- CC(=O)Nc1nonc1-c1ccccc1
→ -4	12	7
- CC1CCc2c(sc3nc(CN4CCOCC4)nc(NS(=O)(=O)c4cccc([N+](=O)[O-])c4)c23)C1 (centres undefined)
→ -9	-9	0

Later entries:
Every second line gives: RAD54 branch	esBAF inh	FN deposit inh
- CCOC(=O)C1CCCN(C(=O)N2CCOCC2)C1 (centres undefined)
→ -2	0	-19
- CCOC(=O)C1C(=O)NC(N2CCN(CC)CC2)=NC1c1ccccc1 (centres undefined)
→ -8	1	0
- COc1cccc(C(=O)N2CCCc3ccccc32)c1
→ 2	-8	-2
- O=C(Nc1nccs1)c1ccc(S(=O)(=O)NCC2CCCCC2)cc1
→ -3	10	2
- CCCCc1ccc(NC(=O)CC(C)=O)cc1
→ 0	6	4
- Cc1ccc(-c2cn(S(=O)(=O)c3ccc(C)cc3)nc2N)cc1
→ 18	5	-2
- COC(=O)c1ccc(S(=O)(=O)c2ccccc2)c(N)c1
→ -4	0	9
- O=C(CCC1N=C2c3ccccc3N=C(SCc3ccc(F)cc3)N2C1=O)NCc1ccco1 (centres undefined)
→ -10	8	7
- COc1ccc2c(c1)C1CC(C)(NC(=O)C1C(=O)c1ccccc1)O2 (centres undefined)
→ -4	-9	-8
- Cc1cnc(NC(=O)CSc2nnc(-c3ccncc3)n2C2CCCCC2)s1
→ -2	3	4
- Cc1cc(N2CCN(S(=O)(=O)c3ccc4c(c3)OCCO4)CC2)n2ncnc2n1
→ -5	-14	-3
- CCOC(=O)c1c(NC(=O)C(F)(OC)C(F)(F)F)sc(C(=O)N2CCCCC2)c1C (centres undefined)
→ 6	-9	-2
- CC(=O)NC(c1ccc(F)cc1)c1cccnc1 (centres undefined)
→ -2	-16	-2
- CCSc1nnc(-c2ccc(Cl)cc2)c2ccccc12
→ 2	-1	-1
- COc1ccccc1-n1cnc2cc(NCc3ccccn3)ccc21
→ 9	0	-2
- Cc1ccccc1Cn1c(=O)n(CCCC(=O)NCc2ccco2)c(=O)c2sccc21
→ -5	5	8
- COCCn1c(SCC(=O)Nc2sc(C)c(C)c2C#N)nnc1C(C)C
→ 9	9	2
- C/C(=C\C(=O)c1cccnc1)Nc1ccc(C)c(C)c1
→ 3	64*	-8
- N#CCSc1nc2c(cc1C#N)CCCCCC2
→ 8	-27	20
- CCOc1cc(-n2cnnn2)c(OCC)cc1NC(=O)c1cnccn1
→ 6	-7	-3

Limited to FN deposit inh, for two of the compounds above:
mol,FN deposit inh
COc1ccccc1-n1cnc2cc(NCc3ccccn3)ccc21,-2
CS(=O)(=O)N(CC(=O)NCc1ccco1)c1ccc2c(c1)OCO2,5

More results.
Every second line gives: RAD54 branch	esBAF inh	FN deposit inh
- CCOc1ccc(N(CC(=O)NCC2CCCO2)C(=O)CCC(=O)Nc2ccccn2)cc1 (centres undefined)
→ 5	-2	3
- O=C(c1cccc(S(=O)(=O)N2CCCC2)c1)N1CCN(c2ccccc2F)CC1
→ 6	-2	-6
- O=C(Cn1c(=O)c2c(ncn2C2CCCC2)n(Cc2ccccc2)c1=O)N1CCc2ccccc21
→ 9	2	3
- CC(C)C(=O)NC(=S)Nc1ccccc1F
→ -7	6	3
- CN1C(=O)C(CC(=O)N2CCN(C(c3ccccc3)c3ccccc3)CC2)N(C)C1=O (centres undefined)
→ 0	-5	-6
- CC1CCCCN1C(=O)Cc1ccc(Cl)cc1 (centres undefined)
→ 1	18	14
- C=CCn1c(COc2ccc3c(c2)CCCC3)nnc1SCC(=O)Nc1cccc(SC)c1
→ 4	2	-3
- CC(C(=O)c1ccc(-c2ccccc2)cc1)[n+]1ccccc1 (centres undefined)
→ 0	3	4
- COC(=O)c1cn(NC(=O)C2CCC(C(C)(C)C)CC2)c(=O)c2ccccc12 (centres undefined)
→ 1	0	-1
- O=c1sc(Nc2ccccc2)nc2ccsc12
→ -12	82*	-12
- O=C(NCc1ccncc1)Nc1ccccc1Cl
→ -7	12	4
- COc1ccc(C(=O)N/N=C/C(C)c2ccccc2)cc1OC (centres undefined)
→ 0	-6	7
- C=CCn1c(SCc2csc(C)n2)nc2sc3c(c2c1=O)CCC(C)C3 (centres undefined)
→ -5	-8	-18
- O=C(Cn1cncn1)NCc1cccc2ccccc12
→ -2	3	-8

A portion of the library. The share of hits here may be higher or lower than overall.
